BRCT inh red = qHTS Assay for Inhibitors of BRCT-Phosphoprotein Interaction (Red Fluorophore) | BRCT-phosphopeptide binding, red fluorescence polarization | Potency, µM (doses to about 76.9 µM), inactives show at the highest dose activity change, negative = inhibition, most hits filed as inhibitors | 75,000 compounds, 0.03% hits; note: % is set by controls: 0 for no effect and ±100 for the full control effect
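Rhodamine-labelled pBACH1 10-mer (100 nM) bound to BRCT domain (100 nM) at pH 7.3; compounds incubated 12 min room temperature, polarization read. Free peptide defines full inhibition; unlabelled decapeptide titrated as control.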
A350 autofl = qHTS Assay for Spectroscopic Profiling in A350 Spectral Region. Compound autofluorescence, 340/450 nm, Alexa 350 dye-equivalents; active compounds read high. max dye-equivalent concentration, M. 59,000 compounds, 11% hits; in the data active = max dye-equivalent concentration above about 10 nM; inconclusive = mostly about 1.1 nM to 9.6 nM
USP2a inhib = qHTS Assay for Inhibitors of Ubiquitin-specific Protease USP2a | 60,000 compounds, 0.1% hits | Potency, µM (doses to about 38.3 µM), for the others: at the top dose activity change, negative = inhibition, usual class: inhibitors | USP2a enzymatic assay, qHTS inhibition | AID 927, 2007 | Ubiquitin carboxyl-terminal hydrolase 2 (Homo sapiens), O75604;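 note: potency is the fitted concentration of half-maximal effect; nearly all actives have a fitted effect of over 60% in size; plate controls were DMSO for no effect and NEM full inhibition control for full effect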
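USP2 core (20nM final) preincubated 30 min RT with compound, then Ub-PLA2 20nM and NBD C6-HPC 20uM final added; buffer 20mM Tris-HCl pH 8.0, 2mM CaCl2. Fluorescence Ex 460/Em 535 read at 0 and 2.5 h; normalized to NEM.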
ERK AVP block = qHTS Assay for Inhibitors of the ERK Signaling Pathway using a Homogeneous Screening Assay. HEK293-V1b, vasopressin-stimulated pERK AlphaScreen. Potency, µM (highest dose often 57.5 µM), for inactives: at the highest dose activity, negative = inhibition, usual class: inhibitors. 72,000 compounds, 0.99% hits. AID 995, 2007; note: potency is the fitted concentration of half-maximal effect; % is set by controls: 0 for no effect and ±100 for the full control effect; nearly all actives have a fitted effect of over 55% in size
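HEK293 cells stably expressing V1b receptor, seeded overnight in 1% FBS, were treated with compounds for 30 min at 37C, then stimulated 5 min with 25 nM vasopressin; phospho-ERK read by AlphaScreen SureFire after lysis.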
Tau fil binding = qHTS Assay for Tau Filament Binding; Microtubule-associated protein tau (Homo sapiens), P10636; recombinant tau filaments, thioflavin S fluorescence, 15 h; filaments grown with octadecylsulfate alongside compound; Potency, µM (highest dose often 57.1 µM), for inactives: top-dose activity change, negative = inhibition; 71,000 compounds, 2% hits; AID 596, 2007;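 note: potency is the fitted concentration of half-maximal effect; % is set by controls: 0 for no effect and ±100 for the full control effect; actives lower thioflavin S fluorescence by blocking filaments or displacing dye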
Target sequence (P10636 whole entry, looked up): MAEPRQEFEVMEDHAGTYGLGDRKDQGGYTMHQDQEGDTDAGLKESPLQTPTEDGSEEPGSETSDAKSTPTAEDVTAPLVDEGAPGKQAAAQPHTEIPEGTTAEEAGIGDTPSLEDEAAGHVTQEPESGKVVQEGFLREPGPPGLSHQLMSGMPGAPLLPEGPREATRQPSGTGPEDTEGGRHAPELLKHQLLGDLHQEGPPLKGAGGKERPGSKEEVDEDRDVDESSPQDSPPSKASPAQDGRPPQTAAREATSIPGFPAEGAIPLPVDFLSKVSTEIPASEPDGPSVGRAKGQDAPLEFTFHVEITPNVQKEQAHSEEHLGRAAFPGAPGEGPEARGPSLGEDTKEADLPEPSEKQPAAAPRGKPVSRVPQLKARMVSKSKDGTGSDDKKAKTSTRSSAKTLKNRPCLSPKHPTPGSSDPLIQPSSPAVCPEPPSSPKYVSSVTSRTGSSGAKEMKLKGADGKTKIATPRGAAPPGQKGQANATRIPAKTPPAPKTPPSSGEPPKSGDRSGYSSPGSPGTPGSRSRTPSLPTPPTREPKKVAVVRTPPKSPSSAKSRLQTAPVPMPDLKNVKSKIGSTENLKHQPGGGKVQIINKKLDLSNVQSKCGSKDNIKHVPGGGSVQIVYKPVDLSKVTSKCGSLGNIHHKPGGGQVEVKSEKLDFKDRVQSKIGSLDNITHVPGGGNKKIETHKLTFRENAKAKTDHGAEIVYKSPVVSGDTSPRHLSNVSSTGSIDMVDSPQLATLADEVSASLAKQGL
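Thioflavine S fluorescence (ex 450, em 510 nm) reports filaments formed from 1 uM human tau plus 30 uM ODS over 15 h at 37 C (10 mM HEPES pH 7.4, 100 mM NaCl, 5 mM DTT); compounds displacing dye or blocking filaments lower signal.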
Luciferase inh = qHTS Assay for Inhibitors of Firefly Luciferase; Potency, µM (highest dose often 57.1 µM), for inactives: at the highest dose activity change, negative = inhibition, usual class: inhibitors; AID 411, 2009; 72,000 compounds, 2.2% hits; purified firefly luciferase, luminescence, 8 min; Luciferin 4-monooxygenase (Photinus pyralis), P08659; note: potency is the fitted concentration of half-maximal effect; % is set by controls: 0 for no effect and ±100 for the full control effect; nearly all actives have a fitted effect of over 40% in size
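Luminescence read-out after 8 min at room temperature; enzyme reaction used luciferin plus 10 uM ATP (linear range) in imidazole buffer pH 7.2 with KCl, MgCl2, Tween 20 and BSA. Each sample was run as a titration.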
Casp7 inh = qHTS Assay for Allosteric/Competitive Inhibitors of Caspase-7; AID 889, 2007; Potency, µM (series often up to 57.5 µM), for the others: top-dose activity change, negative = inhibition, usual class: inhibitors; recombinant caspase-7, Ac-DEVD-AFC fluorescence rate; 75,000 compounds, 0.02% hits; P55210; active = well fitted inhibition curve with a large enough effect in the main read-out, with a control signal flat, not every such curve was filed as active; inconclusive = small, poorly fitted or top-dose-only effect, or a change in a side signal; note: potency is the fitted concentration of half-maximal effect; % of control where 0% means no effect
Target sequence (P55210 24-198 limits assumed): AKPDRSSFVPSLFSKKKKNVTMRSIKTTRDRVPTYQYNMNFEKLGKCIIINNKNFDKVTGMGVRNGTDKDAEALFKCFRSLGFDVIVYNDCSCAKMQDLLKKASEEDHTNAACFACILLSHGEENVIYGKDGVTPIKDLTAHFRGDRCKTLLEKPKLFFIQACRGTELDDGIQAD
Target sequence (P55210 207-303 limits assumed): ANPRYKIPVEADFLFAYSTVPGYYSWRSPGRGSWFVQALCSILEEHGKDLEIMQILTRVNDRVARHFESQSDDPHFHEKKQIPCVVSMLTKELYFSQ
CRE-bla Fsk = Cell signaling CRE-BLA (Fsk stim) | CHO CRE-bla reporter (cAMP response element driving beta-lactamase), forskolin EC10, beta-lactamase ratio | Potency, µM (top dose mostly 38.2 µM), inactives show at the highest dose activity change, negative = inhibition, actives largely listed as activators | 71,000 compounds, 2.5% hits | AID 662, 2007; active = well fitted activation curve with a large enough effect in the signal ratio, with a control signal flat, not every such curve was filed as active; inconclusive = small, poorly fitted or top-dose-only effect, or effect the other way, or a change in a side signal; the % refers to the signal ratio; note: potency is the fitted concentration of half-maximal effect; % of control where 0% means no effect
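AC50 values, positive or negative, reflect shifts in EC10 NKH 477-induced CRE-bla reporter activity in CHO cells. Incubation lasted 3 h at 37 °C before CCF4 substrate (2 h, room temperature) and ratiometric 460/530 nm reading.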
Caspase-1 inhib = qHTS Assay for Allosteric/Competitive Inhibitors of Caspase-1; Caspase-1 enzyme, Ac-WEHD-AFC fluorogenic rate; Potency, µM (doses to about 57.5 µM), inactives show at the highest dose activity change, negative = inhibition, hits mostly inhibitors; 75,000 compounds, 0.03% hits; AID 900, 2007;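 note: potency is the fitted concentration of half-maximal effect; plate controls were vehicle for no effect and no substrate for full effect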
BRCT PPI green = qHTS Assay for Inhibitors of BRCT-Phosphoprotein Interaction (Green Fluorophore) | Breast cancer type 1 susceptibility protein (Homo sapiens), P38398 | BRCA1 BRCT-phosphopeptide binding, green fluorescence polarization | Potency, µM (series often up to 76.9 µM), without a hit: at the highest dose activity change, negative = inhibition, hits mostly inhibitors | 75,000 compounds, 0.05% hits | AID 875, 2007;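 note: potency is the fitted concentration of half-maximal effect; plate controls were peptide without protein for full effect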
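Fluorescence polarization: His-tagged BRCT (~35 kDa BRCA1 C-terminus, 250 nM) bound to 100 nM fluorescein-labeled phosphorylated 10-aa BACH1 peptide, pH 7.3 phosphate buffer with DTT and Tween 20. Compounds incubated 12 min at room temperature; inhibition read as lowered polarization.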
HEK293 cAMP cs = qHTS Assay for Agonists of the Thyroid Stimulating Hormone Receptor: Activators of Intracellular cAMP Concentrations in Parental HEK 293 | parental HEK293 CNG cAMP sensor, membrane potential fluorescence | Potency, µM (doses to about 57.1 µM), inactives show at the top dose activation, actives largely listed as activators | 73,000 compounds, 2.5% hits | AID 938, 2007; note: potency is the fitted concentration of half-maximal effect; % of control where 0% means no effect; nearly all actives have a fitted effect of over 55% in size
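Parental HEK 293 cells stably expressing a modified CNG channel (no TSHR) report cAMP rise as membrane depolarization. Membrane potential dye with 100 uM RO 20-1724 was loaded for 60 min at room temperature, then compound added for 30 min; fluorescence read at 590 nm.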
* = called active by the depositor; i = inactive; ? = inconclusive; nt = not tested or not shown; [ ] = another dose, or the depositor's remark. Unless noted, calls come from the whole dose curve; as a rule, active = well fitted curve in the direction sought with a large enough effect; inconclusive = small, poorly fitted or top-dose-only effect, or another doubt; inactive = no such curve, though single readings can be large; an effect the other way counts as inactive or inconclusive.

SMILES	BRCT inh red	A350 autofl	USP2a inhib	ERK AVP block	Tau fil binding	Luciferase inh	Casp7 inh	CRE-bla Fsk	Caspase-1 inhib	BRCT PPI green	HEK293 cAMP cs
CCc1ccccc1NC(=O)C(C#N)Cc1cccnc1 (stereo unspecified)	2.5%	i	5.1%	9.6%	1.1%	-0.7%	0.8%	-6.5%	1.6%	-1.5%	1.1%
CCOC(=O)NC(Nc1ccc(C)cn1)(C(F)(F)F)C(F)(F)F	-2.0%	nt	nt	nt	nt	nt	-4.7%	nt	-2.0%	-2.4%	-3.2%
COCCNC(=O)Nc1ccc2c(c1)N(C)C(=O)CS2	1.9%	i	22.4%	?	?	-1.9%	-1.0%	9.6%	0.0%	0.0%	0.5%
[O-][N+]1(CC[N+]2([O-])CCCCC2)CCCCC1	-0.1%[15.4 µM]	i	nt	-20.8%[11.5 µM]	2.2%[11.4 µM]	0.7%[11.4 µM]	1.4%[11.5 µM]	-2.7%[7.6 µM]	-13.3%[11.5 µM]	-2.5%[15.4 µM]	-3.2%[11.4 µM]
Cc1ccc(Nc2cc(-n3nc(C)cc3C)ncn2)c(C)c1	-2.2%	nt	5.4%[7.66 µM]	-8.2%	24.2%[11.4 µM]	-1.0%	-2.1%	?	-2.1%	-0.1%	0.1%[11.4 µM]
CC(C)NC(=O)c1cc(-c2ccc(Br)cc2)on1	0.4%	i	-5.0%	-0.3%	-6.6%	-29.2%	-1.6%	20.2%	0.1%	-1.1%	2.2%
O=C(Nc1ccc(C(F)(F)F)cc1Cl)c1ccc(Cn2cc(Br)cn2)o1	0.4%	1.09e-08M*	-11.9%	?	-4.2%	2.4%	-9.1%	?	-4.2%	1.4%	17.1%
Cc1cc(C)n(S(=O)(=O)c2cc(C(=O)O)c(Cl)cc2Cl)n1	0.9%	i	-1.1%	-15.8%	-1.9%	1.3%	0.2%	-0.1%	0.4%	0.1%	15.0%
O=C1C[C@@H](O)[C@@H](O)[C@@H]2[C@H]3C(=O)N(c4ccc(F)cc4F)C(=O)[C@@H]3CC[C@@H]12	-0.7%[15.4 µM]	nt	nt	32.3%[activator][11.5 µM]	nt	0.2%[11.4 µM]	-5.2%[11.5 µM]	nt	-0.5%[11.5 µM]	-1.5%[15.4 µM]	1.7%[11.4 µM]
Cc1ccc(-c2nc3cnccn3c2Nc2ccc3c(c2)OCO3)o1	-0.9%	nt	nt	nt	-17.3%	-13.7%	-2.7%	?	-1.3%	0.3%	-4.3%
COc1ccc(C2C(=O)N(C3CCCCC3)CC(=O)N2Cc2ccco2)cc1 (stereo unspecified)	-2.2%	i	1.6%	?	0.8%	-1.4%	-1.2%	?	3.3%	1.2%	19.4%
Cc1ccc(C(C)C)c(OCC(O)CN2CCOCC2)c1 (stereo unspecified)	-1.3%	i	5.2%	11.5%	2.0%	3.7%	1.4%	0.8%	0.1%	-2.2%	11.9%
C/C(=N/NC1=NCCN1)c1cn(C2=NCCN2)nc1C	-0.9%[15.4 µM]	i	nt	37.7%[11.5 µM]	5.2%[11.4 µM]	3.9%[11.4 µM]	-1.6%[11.5 µM]	5.5%[7.6 µM]	5.3%[11.5 µM]	-1.4%[15.4 µM]	0.2%[11.4 µM]
C=CCNC(=O)NS(=O)(=O)c1ccc(C)cc1	2.6%	i	-8.3%	-8.3%	-25.7%	4.3%	-0.9%	3.9%	-2.4%	-3.4%	2.1%
O=c1c2ccccc2nc2n1CC/C2=C/N1CCN(c2cccc(C(F)(F)F)c2)CC1	-0.5%	?	19.7%	2.1%	?	-0.8%	-13.7%	?	-8.0%	0.5%	-4.5%
CSCC[C@H](NC(=O)CCn1nnc2ccccc2c1=O)C(=O)O	-0.1%	i	-5.2%	-6.7%	-10.5%	-0.8%	-1.2%	-29.3%	0.7%	-1.3%	3.5%
N#Cc1ccccc1Cn1c(=O)n(-c2ccc(CC(=O)NCc3ccco3)cc2)c(=O)c2sccc21	-0.3%	nt	nt	-18.8%	i	2.2%	-13.4%	?	-3.7%	-2.0%	-3.8%
CNC(=O)[C@H](C)[C@H]1C[C@]1(C)[C@H](NC(=O)OCc1ccccc1)c1ccccc1	0.6%	nt	nt	-25.6%	5.0%	nt	-0.6%	-10.9%	-2.3%	-4.3%	6.31µM*
CCOC(=O)N1CCN(C(=O)CSCC(=O)Nc2nc(-c3ccccc3)cs2)CC1	-0.5%	6.66e-08M*	20.7%	3.7%	7.5%	-1.7%	-3.7%	26.2%	-3.8%	-1.6%	?
CN(C)c1ccc(C(=O)OCC(=O)c2cccs2)cc1	-0.7%	?	-4.6%	-16.4%	7.3%	-24.5%	-6.9%	1.9%	-4.0%	-1.9%	15.9%
CS(=O)(=O)Nc1cccc(-c2nc(N3CCNCC3)c3ccccc3n2)c1	-1.2%	?	-23.8%	2.8%	26.8%	-0.6%[2.29 µM]	-0.9%	12.6µM*	-0.7%	-2.7%	13.5%
Cc1ccccc1N1CCN(C(=O)C2CCCCC2)CC1	-0.7%	i	4.5%	-17.1%	-15.2%	1.1%	-3.1%	-5.6%	-1.9%	-3.5%	25.3%
Cc1cc(=O)oc2c1ccc1oc(/C(=N/O)c3ccccc3)c(C)c12	-1.4%	nt	24.7%	-17.7%	94.5%	-1.1%	-5.0%	?	-5.3%	1.6%	?
O=C(NCc1cccnc1)C1CCN(C(=O)c2ccc(Cl)cc2Cl)CC1	-1.4%	?	1.4%	-4.7%	-11.4%	1.4%	0.8%	?	0.1%	-3.4%	4.4%
C=CCc1ccc(OCCCCCN2CCOCC2)c(OC)c1	-0.2%	i	5.0%	3.8%	-8.9%	-3.6%	-14.4%	0.4%	-7.2%	-0.9%	?
COC(=O)c1c(S(N)(=O)=O)c2ccccc2n1C	0.9%	nt	0.3%	-1.7%	15.1%	1.1%	2.2%	-4.0%	-0.7%	-0.7%	3.0%
CC(C)(C)NC(=O)CSc1ncnc2c1nnn2Cc1ccccc1Cl	-2.1%	i	-11.0%	?	-3.7%	-2.2%	-2.4%	?	0.1%	5.1%	?
NCCc1nnc(SCc2ccccc2F)o1	-0.7%	i	4.9%	3.6%	-8.3%	0.8%	1.3%	?	1.4%	-1.7%	8.2%
O=C(CNC(=O)c1ccco1)OCc1cccc(Cl)c1	0.4%	i	12.2%	20.6%	1.5%	-3.6%	-0.2%	2.7%	1.9%	2.0%	5.6%
ClC/C=C/CCl	1.2%	nt	nt	-5.0%	1.8%	nt	0.9%	-8.2%	-2.0%	-1.9%	9.8%
Cc1ccc(Nc2ncccc2C(=O)O)cc1C	-1.8%	i	-4.3%	30.9%[activator]	-1.8%	-10.4%	-1.3%	1.3%	-1.5%	-2.4%	1.3%
CCOC(=O)c1c(NC(=O)C2CCN(S(=O)(=O)c3cccs3)CC2)sc(C)c1C	0.5%	?	31.1%[activator]	6.2%	16.5%	2.9%	-0.4%	?	-2.8%	2.0%	4.1%
COc1ccc(NC(=O)Cn2nnc(-c3ccccc3NC(=O)c3ccco3)n2)cc1	0.7%	i	nt	-16.6%	239.4%	-0.2%	0.2%	17.8%	-0.6%	-2.2%	-6.3%
CN(c1ccccc1C(=O)NCC1CCCO1)S(C)(=O)=O (stereo unspecified)	-4.5%	i	-13.0%	-7.5%	-8.1%	0.1%	-0.5%	3.9%	1.4%	0.2%	15.2%
CCCCSc1nc2c(c(=O)n1CC)SC(C)C2 (stereo unspecified)	-1.7%	nt	nt	nt	6.7%	1.3%	-2.4%	22.2%	-4.5%	-0.5%	?
O=C(NCN1C(=O)C2C3C=CC(C3)C2C1=O)Nc1ccccn1 (stereo unspecified)	0.0%	i	2.8%	-2.4%	4.5%	0.3%	1.1%	?	-0.5%	-1.1%	-2.8%
COc1cc(C(=O)Oc2ccccc2N)cc(OC)c1OC	-0.9%	nt	1.8%[7.66 µM]	-12.3%	-18.4%[11.4 µM]	-2.8%	0.3%	?	-1.6%	1.1%	-1.4%[11.4 µM]

Screens (PubChem)
